Screening data (PubChem)
NRP1-CendR mod: NRP-1/CendR interaction modulation; O14786; FAM-RPARPAR peptide binding to NRP-1, fluorescence polarization; inhibition, % at 25 µM; hit rate 0.85% among 360,000;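 active = inhibition or corrected inhibition above about 18%, plus a signal ratio from 0.5 to 1.5, limit read from the data, passing the limit was not always enough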; note: strong numbers were not always called active
Target sequence (O14786 whole entry, looked up): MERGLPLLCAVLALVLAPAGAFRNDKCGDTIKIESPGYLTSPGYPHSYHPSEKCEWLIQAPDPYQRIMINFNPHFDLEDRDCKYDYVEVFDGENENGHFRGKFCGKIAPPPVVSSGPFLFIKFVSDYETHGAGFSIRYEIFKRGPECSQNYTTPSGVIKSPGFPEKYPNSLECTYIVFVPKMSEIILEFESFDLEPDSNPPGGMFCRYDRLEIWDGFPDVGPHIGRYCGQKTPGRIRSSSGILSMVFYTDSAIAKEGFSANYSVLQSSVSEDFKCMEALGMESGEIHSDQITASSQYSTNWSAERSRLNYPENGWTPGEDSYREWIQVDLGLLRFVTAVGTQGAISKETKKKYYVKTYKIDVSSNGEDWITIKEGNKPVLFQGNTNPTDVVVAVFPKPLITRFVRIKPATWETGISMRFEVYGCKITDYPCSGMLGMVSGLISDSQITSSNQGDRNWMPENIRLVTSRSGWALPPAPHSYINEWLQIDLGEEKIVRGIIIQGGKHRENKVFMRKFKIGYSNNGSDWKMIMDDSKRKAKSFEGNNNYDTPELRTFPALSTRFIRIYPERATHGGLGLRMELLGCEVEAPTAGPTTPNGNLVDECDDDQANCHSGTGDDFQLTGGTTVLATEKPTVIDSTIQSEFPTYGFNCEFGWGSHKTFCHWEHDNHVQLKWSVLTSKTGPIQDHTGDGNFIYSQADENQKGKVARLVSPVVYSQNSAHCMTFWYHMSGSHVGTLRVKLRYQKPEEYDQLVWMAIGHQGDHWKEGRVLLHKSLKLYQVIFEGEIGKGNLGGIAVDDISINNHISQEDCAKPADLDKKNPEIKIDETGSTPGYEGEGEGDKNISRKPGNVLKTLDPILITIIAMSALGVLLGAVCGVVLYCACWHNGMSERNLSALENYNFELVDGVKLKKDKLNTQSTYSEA
LMPTP inh: blocks human LMPTP phosphatase; P24666; recombinant LMPTP-A, OMFP fluorogenic substrate, fluorescence intensity; inhibition, % at 20 µM; hit rate 0.22% among 360,000;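 active = compounds that cut the enzyme signal by at least half of the control window in the single-dose screen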;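 note: plate controls were DMSO wells with enzyme plus substrate for no effect and substrate without enzyme for full effect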
Target sequence (P24666 whole entry, looked up): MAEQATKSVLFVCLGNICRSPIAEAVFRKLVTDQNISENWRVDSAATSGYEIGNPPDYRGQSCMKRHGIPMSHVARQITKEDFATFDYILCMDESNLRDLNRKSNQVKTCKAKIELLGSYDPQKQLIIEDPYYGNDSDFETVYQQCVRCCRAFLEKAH
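Test system: LMPTP-A phosphatase enzyme; input: 0.625 nM LMPTP-A final; reagent: OMFP substrate, 400 µM final; compound dosing: 20 µM single dose, 3% DMSO; incubation: 50 min dark incubation at room temperature; measured by: endpoint fluorescence intensity from OMFP dephosphorylation; measure: % inhibition relative to no-enzyme and uninhibited control wells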
SUMO1-SIM PPI: SUMO1-SIM interaction modulation; P63165; SUMO1 binding to a labelled peptide, TR-FRET, 1 h; inhibition, % at 20 µM; hit rate 0.33% among 360,000; AID 602429; in the data active = inhibition above about 37%
MT1-MMP act inh: inhibitors of human MT1-MMP activation. P50281. HT1080 RFP-PRO-GFP cells, GFP/RFP ratio fluorescence, overnight; percent of plate control window, DMSO zero. GFP/RFP ratio change, % at 20 µM. hit rate 0.061% among 360,000;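 active = GFP/RFP ratio change of at least 30% with cell ATP level not reduced by more than half and red fluorescence within 50% of control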; note: strong numbers were not always called active
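Test system: HT1080 cells expressing an RFP-PRO-GFP fluorescent reporter construct / Compound dosing: single-point 20 µM compound, 1% DMSO / Schedule: cells overnight before dosing, compound overnight, 37 °C, 5% CO2 / Evaluation: GFP/RFP fluorescence ratio / Control set: DMSO and RFP-L50D-GFP cell wells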
SKN-1 block: blocks SKN-1 activity in C. elegans. inhibition, % at 21.8 µM. AID 624304. C. elegans VP596 Pgst-4::GFP/RFP ratio, acrylamide-induced, 24 h. hit rate 0.49% among 360,000;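 active = interference check ratio from 0.5 to 1.5 plus GFP to RFP signal ratio inhibition reaching or exceeding a fixed threshold, cut at about 30% in these data, passing the limit was not always enough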; note: some compounds called inactive have numbers as strong as hits
NadD block: blocks S. aureus nicotinate mononucleotide adenylyltransferase; hit rate 0.78% among 360,000; AID 602399; purified NadD enzyme, colorimetric absorbance read-out; inhibition, % at 20 µM; in the data active = inhibition above about 26%; note: some compounds past the cut are filed as inactive
Scp-1 inhibitor: inhibitors of human Scp-1 phosphatase. Q9GZU7. Recombinant Scp1, phosphopeptide, malachite green phosphate absorbance. inhibition, % at 20 µM. hit rate 0.88% among 340,000;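 active = inhibition above about 50% at 20 µM, limit read from the data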;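 note: plate controls were DMSO wells with enzyme for no effect and wells lacking enzyme for full effect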
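Material – SCP-1 phosphatase catalytic domain, residues 76-261 · Buffer or medium – Acidic Tris acetate buffer with magnesium and detergent · Also added – Phospho 17-mer peptide substrate · Compound – single 20 µM dose, 1% DMSO · Times – 45 min room-temperature reaction, 5 min colour, 30 min stabiliser · Technique – Phosphate-binding colour reagent, absorbance read at 630 nm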
Rpn11 inh: inhibitors of human proteasome Rpn11; O00487; human 26S proteasome, Ub4-pepOG fluorescence polarization; 20S core pre-blocked with epoxomicin; calls only at 20 µM; hit rate 0.59% among 360,000; AID 588493;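 active = inhibition at 20 µM, scaled to each plate's controls, above about 33%, limit read from the data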
DNMT1 block: inhibitors of human DNMT1. P26358. DNMT1 molecular beacon, Hinp1I cleavage, fluorescence. inhibition (reported as % activation of signal), % at 10 µM. AID 588458. hit rate 0.83% among 360,000; in the data active = inhibition above about 50%
STEP inh: blocks human striatal-enriched tyrosine phosphatase; recombinant STEP, OMFP fluorogenic substrate, fluorescence; inhibition, % at 20 µM; hit rate 0.25% among 360,000;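 active = inhibition at 20 µM, scaled per plate between control wells, above about 37%, limit read from the data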;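 note: 0% = DMSO with enzyme and substrate and 100% = substrate only without enzyme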
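System: STEP (striatal-enriched tyrosine phosphatase) enzyme, cell-free; medium: Bis-Tris pH 6.0 buffer with DTT, detergent; dosing: 20 µM, 1% DMSO; times: reaction 20 min, ambient temperature; detection: fluorescence, 480/540 nm; read-out basis: normalized % inhibition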
Active calls of the source: *; i = inactive; x = not tested or not shown. Not a hit list. Share with any hit: about 3.9%.

no.	compound	NRP1-CendR mod	LMPTP inh	SUMO1-SIM PPI	MT1-MMP act inh	SKN-1 block	NadD block	Scp-1 inhibitor	Rpn11 inh	DNMT1 block	STEP inh
1	Cc1c(Cl)cccc1NC(=O)CCN1CCCCC1	7	-1.7	0	5	-8	-8	2	i	1	-2
2	Cc1ccccc1N(Cc1cc(=O)[nH]c2ccccc12)C(=O)C(C)C	-16	-0.1	6	-2	5	-1	-9	i	0	1
3	O=c1c2ccccc2cnn1Cc1n[nH]c(=S)n1-c1ccccc1	-1	-1.3	-3	1	-7	1	2	i	9	-1
4	Nc1ncc2c(n1)CCN(c1ccc([N+](=O)[O-])cc1)C2	-8	4.5	-34	0	-28	3	-2	i	-2	0
5	N#Cc1cc([N+](=O)[O-])ccc1NCCN1CCOCC1	14	-2.1	-19	-1	-3	-2	-1	i	3	2
6	CCN(CC)C(=O)COC(=O)C1CCN(S(=O)(=O)c2ccc3c(c2)OCCO3)CC1	-60	-0.4	-2	0	2	-4	-2	i	1	-4
7	Nc1c(C(=O)Nc2ccccc2F)sc2nc(Cc3ccccc3)cc(C(F)(F)F)c12	132	-1.1	-35	-304	-48	-2	-1	i	17	-3
8	CN1C2C=CC(=O)C1C1C(=O)N(c3ccccc3)C(=O)C12 (stereo not given)	-2	-0.6	2	2	-8	6	x	i	3	0
9	COc1cc(/C=C/C(=O)OCC(=O)Nc2nnc(-c3ccccc3)o2)cc(OC)c1OC	-10	-1.2	-6	16	12	17	-10	i	5	1
10	O=c1c2ccccc2cnn1CCOc1ccccc1	15	-2.2	0	4	6	0	-2	i	3	0
11	O=C(c1c[nH]c2ccc(S(=O)(=O)N3CCOCC3)cc2c1=O)N1CCCC1	15	-0.8	-2	-2	5	-1	-5	i	-1	-2
12	Cc1ccc(N(C(=O)c2csnn2)C(C(=O)NCc2ccccc2)c2ccccn2)cc1 (stereo not given)	-3	-1.6	3	-3	5	-4	0	i	1	8
13	O=C(COC(=O)c1ccc(S(=O)(=O)Nc2ccccc2)cc1)NC1CCCC1	4	-1.6	3	3	-2	-4	1	i	-1	-1
14	CCCN1Cc2cccc(C(=O)Nc3ccc4c(c3)OCO4)c2C1=O	7	2.0	0	6	-13	-11	-10	i	-4	0
15	CCCn1c(C(C)C)n[nH]c1=S	-8	-0.4	-3	-5	9	-8	-5	i	-1	3
16	CCSc1nnc(C)c2ccccc12	5	-3.3	-4	1	-17	2	6	i	-1	-2
17	Cc1nc2ccccc2c(=O)n1NC(=O)c1ccccc1F	10	-1.1	6	-1	12	-3	-7	i	0	-1
18	CCOC(=O)C(C)(C)Oc1cccc2c1S(=O)(=O)c1ccccc1-2	-6	0.3	3	-3	-1	-7	-14	i	-1	-2
19	COc1cccc(C(C2=C(O)CC(C)(C)CC2=O)C2C(=O)CC(C)(C)CC2=O)c1 (stereo not given)	0	-0.2	-1	5	-1	3	-2	i	2	0
20	O=C(CCn1nnc2ccccc21)OCC(=O)c1ccc([N+](=O)[O-])cc1	-1	-1.1	-21	0	0	3	-4	i	-6	0
21	CCOC(=O)c1cnc2c(C)c(Cl)ccc2c1N1CCOCC1	-11	1.4	-5	-3	0	1	12	i	-3	1
22	Cc1nc2ccccn2c1C(=O)NN	7	-1.1	-13	-1	15	-2	-4	i	0	0
23	Cc1cc(S(=O)(=O)NCCCN2CCOCC2)ccc1F	-2	0.5	2	-2	10	-2	-21	i	3	-1
24	CC1CCN(Cc2c(C(=O)N/N=C/c3cc(Br)ccc3O)nnn2-c2nonc2N)CC1	-8	0.8	21	-5	8	33*	-10	i	42	3
25	COc1ccc(C2=NOC(C(=O)NCC(C)C)C2)cc1 (stereo not given)	-9	-1.6	0	-2	-7	5	-4	i	1	0
26	O=C(C1CCN(S(=O)(=O)c2cccnc2)CC1)N1CCN(C2CCCC2)CC1	-2	1.5	1	x	-16	-1	5	i	4	-2
27	O=C(CN1C(=O)c2ccccc2C1=O)N1CCN(C(=O)c2ccco2)CC1	4	-0.4	-8	4	-7	-3	-8	i	-1	-2
28	CC(=O)c1cccc(NC(=O)c2ccc3c(Cl)c4c(nc3c2)CCCC4)c1	-2	0.0	-4	2	3	-4	0	i	-22	2
29	COc1cccc(-c2cc(C(=O)Nc3cccc(O)c3)no2)c1	0	2.7	0	3	14	-11	-6	i	-4	-1
30	COc1cccc(-n2c(SCC(=O)O)nnc2-c2cccnc2)c1	-6	-1.0	5	6	-4	3	-5	i	-2	0

A second format for part of the listing above.
26	O=C(C1CCN(S(=O)(=O)c2cccnc2)CC1)N1CCN(C2CCCC2)CC1
  NRP1-CendR mod = -2; LMPTP inh = 1.5; SUMO1-SIM PPI = 1; MT1-MMP act inh = x; SKN-1 block = -16; NadD block = -1; Scp-1 inhibitor = 5; Rpn11 inh = i; DNMT1 block = 4; STEP inh = -2
4	Nc1ncc2c(n1)CCN(c1ccc([N+](=O)[O-])cc1)C2
  NRP1-CendR mod = -8; LMPTP inh = 4.5; SUMO1-SIM PPI = -34; MT1-MMP act inh = 0; SKN-1 block = -28; NadD block = 3; Scp-1 inhibitor = -2; Rpn11 inh = i; DNMT1 block = -2; STEP inh = 0
3	O=c1c2ccccc2cnn1Cc1n[nH]c(=S)n1-c1ccccc1
  NRP1-CendR mod = -1; LMPTP inh = -1.3; SUMO1-SIM PPI = -3; MT1-MMP act inh = 1; SKN-1 block = -7; NadD block = 1; Scp-1 inhibitor = 2; Rpn11 inh = i; DNMT1 block = 9; STEP inh = -1
22	Cc1nc2ccccn2c1C(=O)NN
  NRP1-CendR mod = 7; LMPTP inh = -1.1; SUMO1-SIM PPI = -13; MT1-MMP act inh = -1; SKN-1 block = 15; NadD block = -2; Scp-1 inhibitor = -4; Rpn11 inh = i; DNMT1 block = 0; STEP inh = 0

Next section
no.	compound	NRP1-CendR mod	LMPTP inh	SUMO1-SIM PPI	MT1-MMP act inh	SKN-1 block	NadD block	Scp-1 inhibitor	Rpn11 inh	DNMT1 block	STEP inh
31	O=C(CSc1nnc(Nc2ccccc2F)s1)c1cc2ccccc2o1	-24	3.6	-7	-5	10	2	-4	i	-15	-2
32	Cc1cc(Cl)cc(Cl)c1OCCOc1cccc2cccnc12	0	7.5	-5	1	19	4	8	i	-4	3
33	CCNc1nc(NC(C)CC)nc(Oc2ccc(OCC)nn2)n1 (stereo not given)	2	-1.3	2	9	-3	-1	-1	i	0	-3
34	CC(=O)c1sc(Nc2cccc(C)c2)nc1C	-1	0.6	-14	0	-2	-5	-4	i	0	-2
35	CCN(CC)C(=O)c1oc2ccc(S(=O)(=O)N3CCCCCC3)cc2c1C	5	-0.4	9	6	7	-7	-3	i	1	1
36	Cc1ccc(CNc2nc(C)cs2)cc1	0	0.2	-3	6	0	-3	1	i	1	0
37	Cc1ccc(N(CC(=O)NCc2ccc(Cl)cc2)S(C)(=O)=O)cc1	-3	-1.0	0	1	14	-4	-6	i	5	0
38	CC(=O)Nc1cc(-c2cccc(F)c2)cn2c(-c3ccccc3)cnc12	-5	0.9	-3	2	7	1	x	i	-9	2
39	COC(=O)c1cn(C(=O)c2ccccc2F)nc1N	19	-2.8	0	-3	-14	5	-3	i	3	-4
40	CCOCCCNC(=O)CCn1ccc2cc(S(=O)(=O)N3CCCC3)ccc21	5	-1.0	-1	-3	21	0	1	i	3	-1
41	COc1ccc(CN(C(=O)c2nsc(Cl)c2Cl)C(C(=O)NC2CCCC2)c2ccc(OC)cc2)cc1 (stereo not given)	-2	-1.0	1	-7	4	3	-3	i	8	-2
42	CCc1ccccc1NC(=O)CN1CCN(C(=O)C(C)NC(=O)c2ccc(Cl)cc2)CC1 (stereo not given)	-1	-1.5	2	2	11	-3	-8	i	-1	1
43	CC(C)(C)c1cc(N)n(-c2ccc(C(=O)O)cc2)n1	4	-0.5	0	1	8	3	-7	i	2	1
44	CCn1c(SCc2ccc(F)cc2)nnc1C1CCN(S(=O)(=O)c2ccc(OC)cc2)CC1	2	0.3	-1	2	-8	7	6	i	-2	0
45	O=C(COC(=O)c1cc([N+](=O)[O-])ccc1N1CCOCC1)Nc1ccc(Cl)cc1	-6	0.0	-26	5	-5	-11	-14	i	-3	-2
46	CCCCCNC(=O)C(c1ccc(-c2ccccc2)cc1)n1c(=O)c(-c2ccccc2)nc2ccccc21 (stereo not given)	9	3.3	-10	-15	0	x	x	x	x	x
47	CC(C)(C)NC(=O)C(=O)NNC(=O)COc1ccccc1	2	-0.4	2	4	8	-4	-10	i	2	-4
48	CCOc1cccc(C(=O)Nc2cccc(-c3nnc(-c4ccccc4)o3)c2)c1	-11	4.4	-1	-4	-1	3	0	i	-1	2
49	CC(C)COc1ccc(-c2nnn(CC(=O)N3CCCC3)n2)cc1	-6	0.0	-1	3	-9	-6	-13	i	-1	-4
50	O=C1CC(N2CCCCCC2)C(=O)N1c1ccc(F)cc1 (stereo not given)	-10	-1.7	0	0	4	5	-5	i	-1	-2
51	Cc1cccc(NC(=O)c2ccc(NC(=O)c3ccccc3Br)cc2)c1	-4	0.9	-1	4	-13	1	2	i	-4	-2
52	O=C(Cc1cccc2ccccc12)Nc1nc2ccccc2[nH]1	10	1.1	1	-2	8	5	3	i	0	3
53	O=C(COC(=O)c1ccco1)NCc1ccccc1Cl	-10	-0.5	2	0	-3	-8	-7	i	2	3
54	CN(C)c1ccc(C(=O)OCC(=O)NC2CCCCCC2)cc1	-3	-0.1	-2	4	-9	-7	2	i	2	-2

Rewritten with values under each structure: part of the list above.
Order of results – NRP1-CendR mod | LMPTP inh | SUMO1-SIM PPI | MT1-MMP act inh | SKN-1 block | NadD block | Scp-1 inhibitor | Rpn11 inh | DNMT1 block | STEP inh
44) CCn1c(SCc2ccc(F)cc2)nnc1C1CCN(S(=O)(=O)c2ccc(OC)cc2)CC1
  2 | 0.3 | -1 | 2 | -8 | 7 | 6 | i | -2 | 0
32) Cc1cc(Cl)cc(Cl)c1OCCOc1cccc2cccnc12
  0 | 7.5 | -5 | 1 | 19 | 4 | 8 | i | -4 | 3
39) COC(=O)c1cn(C(=O)c2ccccc2F)nc1N
  19 | -2.8 | 0 | -3 | -14 | 5 | -3 | i | 3 | -4
